# Compound activity deposited in PubChem BioAssay by Emory University Molecular Libraries Screening Center.
# 14-3-3g Raf = modulators of 14-3-3 gamma protein binding, primary screen, biochemical, fluorescence polarization; FP, 14-3-3gamma / TMR-pS259-Raf peptide binding; inhibition, % at 40 µM; 14-3-3 protein gamma (Homo sapiens), P61981; AID 422, 2006; actives 0.19% (n = 160,000); in the data active = inhibition above about 30%;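 also: 0% = protein plus tracer without compound and 100% = blank with tracer alone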
# Target sequence (P61981 whole entry, looked up): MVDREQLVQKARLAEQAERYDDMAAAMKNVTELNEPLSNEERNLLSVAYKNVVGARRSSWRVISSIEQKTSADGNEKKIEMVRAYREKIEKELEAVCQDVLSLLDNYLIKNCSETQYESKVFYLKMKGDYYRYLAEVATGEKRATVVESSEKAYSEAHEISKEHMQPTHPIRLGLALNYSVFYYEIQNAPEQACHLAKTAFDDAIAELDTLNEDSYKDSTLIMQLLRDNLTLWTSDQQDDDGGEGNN
# * marks the source's active call; other numbers are inactive results; & = joins results of further samples. A portion of the library. The share of hits here may be higher or lower than overall.
no.	SMILES	14-3-3g Raf
1	CC1CC(Nc2ccccc2)c2ccccc2N1C(=O)c1ccc(I)cc1 (stereo not given)	8
2	Cn1c(CCCCCN)nc2ccccc21	-2
3	Cc1n[nH]c(C)c1Sc1n[nH]c(=O)[nH]c1=O	-7
4	CCOC(=O)c1cc(NC(=O)Nc2ccc(OC)c(OC)c2)c(C)nc1C	-4
5	Nc1cc(NC(=O)c2cccc(Cl)c2)cc(Oc2cccnc2)c1	-5
6	CC(C)(C)n1ncc2c(=O)n(CC(=O)c3ccc(Cl)cc3)cnc21	-12
7	CCOC(=O)c1ccc(S(=O)(=O)N2CCN(CC3CC=CCC3)CC2)cc1 (stereo not given)	-5
8	Cn1c2ccccc2c2c(C(=O)NCCCN3CCCC3=O)cn(C3CCCCC3)c(=O)c21	-3&1
9	O=C(CCn1nc(-c2ccc(Cl)cc2)ccc1=O)N1CCOCC1	-5
10	Cc1ccc(C(=O)CSc2nc(C)cc(C)c2C(N)=O)cc1	-1
11	O=C(NC1CCCC1)C(c1cc2c(cc1[N+](=O)[O-])OCO2)N1CCCCC1 (stereo not given)	1
12	CCN1CCN(C(=O)CSc2cc(=O)n(C)c3ccccc23)CC1	0
13	COCCNC(=O)c1cc(-c2ccc(OC)c(OC)c2)on1	-3
14	COc1ccc(OC)c(C2C=C(Nc3ccccc3)C(=O)N2c2ccccc2)c1 (stereo not given)	-12
15	N#C/C=C1/NC(=O)c2ccccc2S1	4

# Grouped by structure: the compounds so far with an aryl methoxy group (three)
no.	SMILES	14-3-3g Raf
4	CCOC(=O)c1cc(NC(=O)Nc2ccc(OC)c(OC)c2)c(C)nc1C	-4
13	COCCNC(=O)c1cc(-c2ccc(OC)c(OC)c2)on1	-3
14	COc1ccc(OC)c(C2C=C(Nc3ccccc3)C(=O)N2c2ccccc2)c1 (stereo not given)	-12

# The listing picks up with the 3 entries that preceded the break.
no.	SMILES	14-3-3g Raf
13	COCCNC(=O)c1cc(-c2ccc(OC)c(OC)c2)on1	-3
14	COc1ccc(OC)c(C2C=C(Nc3ccccc3)C(=O)N2c2ccccc2)c1 (stereo not given)	-12
15	N#C/C=C1/NC(=O)c2ccccc2S1	4
16	COc1cc2nc(SCC(=O)Nc3ccccc3C)n3nc(C)nc3c2cc1OC	-2
17	CCCc1cc(=O)oc2c(CN3CCCC3)c(O)ccc12	4
18	CC(C)CCC1=NN(C(=O)c2cccc(Cl)c2)C(O)(C(F)(F)F)C1 (stereo not given)	0
19	COc1cc(N2C(=O)c3cccc([N+](=O)[O-])c3C2=O)c(OC)cc1Cl	4
20	Cc1cc(Cl)ccc1OCC(=O)Nc1ccccc1CO	-7
21	COc1ccc(-c2c3c(nc4sc(C(=O)N5CCOCC5)c(N)c24)CC(C)(C)CC3=O)cc1	3
22	C=CCOC(=O)C1=C(C)Nc2[nH]c(=O)[nH]c(=O)c2C1c1ccccc1OC (stereo not given)	-6
23	CC(=O)c1ccccc1OC(=O)c1ccc(C)cc1	-6
24	CCOC(=O)CNC(=O)CSc1ncnc2c1cnn2-c1ccc(C)cc1	1
25	COc1cc(C2NC(=O)NC(C)=C2C(=O)OC2CCCCC2)cc(Br)c1O (stereo not given)	-2&-7
26	O=C1c2ccccc2C(=O)c2c(NCc3cccnc3)cccc21	-184
27	CCOC(=O)N1CCN(C(=O)CSc2nc3ccccc3c(=O)n2-c2ccccc2)CC1	-3
28	Cc1nc2cc(C(=O)NCCC3=CCCCC3)ccc2n1-c1ccc(Br)cc1	-48
29	O=C1c2ccccc2C(=O)N1c1ccc(Cl)c([N+](=O)[O-])c1	-18
30	CC(=O)N1CCN(c2nc(CC(C)C)c3c(c2C#N)CCC3)CC1	21

# Following part:
no.	SMILES	14-3-3g Raf
31	COCC(=O)NCCc1ccc(S(N)(=O)=O)cc1	-4
32	Oc1ccc(Br)cc1C1N(Cc2ccccc2)CCN1Cc1ccccc1	1
33	COc1ccc(S(=O)(=O)N2CCN(C(=O)c3c(C)nn(-c4ccccc4)c3Cl)CC2)cc1	-2
34	O=C1C2C3c4ccccc4C([N+](=O)[O-])(c4ccccc43)C2C(=O)N1c1ccc(O)cc1 (stereo not given)	-3
35	O=C(Nc1ccccc1C(=O)NC1CCCCC1)c1cccc(S(=O)(=O)N2CCOCC2)c1	4
36	CCOC(=O)N1CCC(NC(=O)Cn2cc3c(n2)CCCCC3)CC1	3
37	Cc1cc(NC(=O)CN2CC3CC(C2)c2cccc(=O)n2C3)nc2c1c(=O)oc1ccccc12 (stereo not given)	-7
38	CN1CCN(C(=O)CC(C(=O)N2CCc3ccccc32)n2ccnc2)CC1 (stereo not given)	-4
39	O=[N+]([O-])c1cccc(S(=O)(=O)Nc2ccc3c(c2)oc2ccccc23)c1	-3
40	Cc1c(C(=O)Nc2ccc(Cl)cn2)sc2ncn(CC(=O)N3CCCC(C)C3)c(=O)c12 (stereo not given)	-19
41	Cc1cc(Br)ccc1NC(=O)CCc1nc(-c2ccccc2F)no1	-1
42	Cc1cc(C)c2c(c1)cc(C)c1nnc(SCC(=O)Nc3cc(C)on3)n12	9
43	COC(=O)c1ccccc1NC(=O)C1c2cc(OC)c(OC)cc2C(=O)N(C)C1c1cccnc1 (stereo not given)	-4
44	Cc1cc(-c2nc3cc(NC(=O)c4cccc([N+](=O)[O-])c4C)ccc3o2)ccc1Br	-42
45	O=C(O)CCCN1C(=O)c2ccc([N+](=O)[O-])cc2C1=O	1

# Next structures follow.
no.	SMILES	14-3-3g Raf
46	COc1ccc(CC(=O)N2CC3(C)CC2CC(C)(C)C3)cc1 (stereo not given)	-1
47	O=C(Nc1ccc(N2CCN(C(=O)c3ccco3)CC2)cc1)c1cccs1	-3
48	COc1ccc(Cn2nnnc2C(c2ccccc2Cl)N2CCN(C3CCCC3)CC2)cc1 (stereo not given)	-2
49	CCn1c(=N)c(C(=O)NCCc2ccccc2)cc2c(=O)n3ccccc3nc21	0
50	Cc1cc2ccccc2c(=O)n1CC(=O)N1CCOCC1	-2
51	CCCCN(CC)S(=O)(=O)N1CCC(C(=O)NCCCN2CCOCC2)CC1	-6
52	CCCOc1ccc(/C(O)=C2/C(=O)C(=O)N(c3cc(C)on3)C2c2ccc(C(=O)OC)cc2)cc1 (stereo not given)	1
53	CCOc1ccc(C2NCCc3cc(OC)c(OC)cc32)cc1OC (stereo not given)	-2
54	Cc1cc(NS(=O)(=O)c2ccc(Br)s2)no1	-5
55	CSc1nc2sc3c(c2c2nnc(C)n12)CCC(C(C)(C)C)C3 (stereo not given)	-8
56	CS(=O)(=O)N1Cc2ccccc2CC1C(=O)O (stereo not given)	-14
57	Cn1c(=O)c2c(nc(CN3CCN(c4ccccc4)CC3)n2Cc2c(F)cccc2Cl)n(C)c1=O	-4
58	O=C(CN1N=C(c2ccc(Cl)cc2)CCC1=O)NCCN1CCc2ccccc2C1	-10
59	O=C(c1ccccc1Cl)N1CCN(Cc2ccc3c(c2)OCO3)CC1	10
60	CCn1c2ccccc2c2n[nH]c(=S)nc21	-6

# More results:
no.	SMILES	14-3-3g Raf
61	O=C(OCCN1CCCCC1)c1cc2ccccc2o1	-4
62	COc1cccc(C(=O)N2CCN(C3CCC(c4ccccc4)CC3)CC2)c1OC (stereo not given)	-9
63	COc1ccccc1N(CC(N)=O)S(=O)(=O)c1ccc(C)cc1	-3
64	CCOCCCN(Cc1cc2cc(C)cc(C)c2[nH]c1=O)C(=O)N(CC)CC	-7
65	O=C(Cc1c(F)cccc1Cl)c1ccc(O)cc1O	-2
66	COc1ccc(C2C(C(=O)Nc3nc4ccc(OC)cc4s3)c3ccccc3C(=O)N2C)cc1 (stereo not given)	5
67	Cc1cccc(C)c1NC(=O)C1(NC(=O)c2ccn[nH]2)CCCCC1	-3
68	CC1=C(C(=O)OC(C)C)C(c2ccc(O)cc2)C2=C(CCCC2=O)N1 (stereo not given)	-3
69	COc1cc2c(cc1OC)C(C(=O)Nc1ccc(Oc3ccccc3)cc1)C(c1cccnc1)N(C)C2=O (stereo not given)	-13
70	COc1ccccc1CNC(=O)C1CCN(Cc2nc(-c3ccc(Cl)cc3)oc2C)CC1	-8
71	Cc1cc(N2CCC(C)CC2)nc2ccc(N3C(=O)CCC3=O)cc12	-2
72	Cc1cc(C)c2nc(/N=C(/N)NC(=O)c3ccccc3)nc(C)c2c1	3
73	CCOC(=O)N1CCN(c2c(NCCN(C)Cc3ccccc3)c(=O)c2=O)CC1	1
74	Cc1cc(C)cc(-n2ccnc2SCC(=O)Nc2ccccc2C(F)(F)F)c1	-9
75	COC(=O)c1ccc2nc(NC(=O)CSc3nc(C)cc(=O)[nH]3)sc2c1	-41

# Following part
no.	SMILES	14-3-3g Raf
76	CCC1(CC)C(=O)N(C)C(=O)NC1=Nc1ccccc1	-10
77	Cn1c(=O)[nH]c(=O)c2c1nc(N1CCCCCC1)n2CCCSc1nc2ccccc2o1	-9
78	COCCOC(=O)C1=C(C)NC2=C(C(=O)CC(C)(C)C2)C1c1ccc(OC)c(Br)c1 (stereo not given)	-3
79	Cc1ccc(-c2ccc(CCC(=O)O)n2-c2ccc(O)cc2)cc1	-3
80	COc1ccc(N2CCN(C(c3cc(OC)ccc3OC)c3nnnn3Cc3ccco3)CC2)cc1 (stereo not given)	-4
81	Cc1ccccc1OCC(=O)Nc1ncc(Cc2ccccc2Cl)s1	7
82	CCOC(=O)c1c(NC(=O)CSc2nnc(CNc3ccc(F)cc3)o2)sc(C)c1C	-9
83	CC(C)(C)C(=O)Nc1ccc(C(C)(C)C)cc1[N+](=O)[O-]	-4
84	CCOC(=O)Cn1c(=O)oc2cc(S(=O)(=O)N3CCCC(C(=O)OCC)C3)ccc21 (stereo not given)	-1
85	O=C1CSC(c2cccc(Br)c2)N1c1ccc(I)cc1 (stereo not given)	2
86	COc1ccccc1CNC(=O)Cn1cnc2sc(C)c(S(=O)(=O)N3CCCCC3)c2c1=O	-4
87	CCCOC(=O)C1=C(C)NC2=C(C(=O)CC(C)(C)C2)C1c1ccc(O)c(OC)c1 (stereo not given)	1
88	COC(=O)c1cn(C(=O)COc2ccccc2Cl)c2ccccc12	-5
89	Cc1ccc2c3c(ccc2n1)NC1=C(C(=O)CCC1)C3C1CC=CCC1 (stereo not given)	-12
90	Cc1nc2ccc(S(=O)(=O)NCC(=O)N3CCC(N4CCCCC4)CC3)cc2s1	-7

# Down the list, as entered above.
# 14-3-3g Raf for nos. 81 to 85 → 7, -9, -4, -1, 2

# New compounds follow
no.	SMILES	14-3-3g Raf
91	COc1cc(NC(=O)c2sc3nc4c(cc3c2N)CCCCC4)cc(OC)c1OC	-4
92	COC(=O)c1ccc(N2C(=O)c3ccc(C(=O)OCC(=O)c4ccc(Br)cc4)cc3C2=O)cc1	2
93	Cc1cccc(NC(=O)C2CCN(S(=O)(=O)c3ccc(F)cc3)CC2)c1C	1
94	CCCCOCCCNC(=O)COc1ccccc1	1
95	Cc1ccc(C)c(NC2=NS(=O)(=O)c3ccccc32)c1	-2
96	O=C(Oc1ccc([N+](=O)[O-])cc1)c1ccc2c(c1)C(=O)N(c1cccc3ccccc13)C2=O	-9
97	CCOc1ccc2c(c1)N(C(=O)CN1C(=O)CCC1=O)C(C)(C)C=C2C	-1
98	CC(=O)Nc1ccc(C(=O)Cn2nnc3ccccc3c2=O)cc1	-1
99	CCCCCNC(=O)c1cc(S(=O)(=O)N2CCCCC2)ccc1F	-10&-4
100	N#Cc1cc2c(cc1C#N)N(Cc1ccccc1)CCN2Cc1ccccc1	-32
101	O=C(Cc1ccccc1)N1CCN=C1SCc1ccc(C(F)(F)F)cc1	-10
102	COc1ccc(-c2cc(C(=O)N3CCN(C(c4ccccc4)c4ccccc4)CC3)no2)cc1	-3
103	COc1cccc(CNC(=O)CCNC(=O)c2ccc(Br)o2)c1	-7
104	Cc1ccccc1OCC(=O)NCC1CCCO1 (stereo not given)	-3
105	O=C1CSC(=Nc2ccccc2)N1	-3

# The list continues.
no.	SMILES	14-3-3g Raf
106	COc1ccccc1NC(=O)c1cc2ccccc2c(C=Nc2ccc(Cl)cc2)c1O	14
107	COc1ccc(S(=O)(=O)N(CC(=O)Nc2cccc(OC)c2)c2ccc(C)cc2)cc1	2
108	Cc1c(O)nc(SC2CC(=O)N(c3ccccc3)C2=O)[nH]c1=O (stereo not given)	-4
109	CCOC(=O)CN1CC23C=CC(O2)C(C(=O)O)C3C1=O (stereo not given)	6
110	c1ccc(C2=NNC(c3ccccc3)=NN2)cc1	-11
111	COc1cccc(C2/C(=C(\O)c3ccccc3)C(=O)C(=O)N2CCO)c1 (stereo not given)	-2
112	Cc1ccc(NC(=O)CCS(=O)(=O)c2cccc3nonc23)cc1F	0
113	CCOc1cc(C2C(C(=O)OCc3ccccc3)=C(C)NC3=C2C(=O)CCC3)cc(Br)c1O (stereo not given)	-3
114	Cc1cc(C)n2c(SCC(C)C)nnc2n1	-3
115	Cc1cc(C)c(S(=O)(=O)NCc2ccc(C(=O)N3CCN(Cc4ccccc4)CC3)cc2)c(C)c1	5
116	COc1ccc(C2CC(C(F)(F)F)n3ncc(C(=O)NC45CC6CC(CC(C6)C4)C5)c3N2)cc1 (stereo not given)	4
117	Cc1ccc(CNC(=O)CCCn2c(=O)[nH]c3ccccc3c2=O)cc1	-5
118	Cc1cc(C(=O)Nc2ccon2)cs1	-10
119	COC(=O)CC1=NC(=O)CS1	-4
120	C=CCN(CC=C)C(=O)COc1ccc(Cl)cc1	6

# Additional structures
no.	SMILES	14-3-3g Raf
121	COc1cccc(C2C(C(=O)Nc3ccccc3F)=C(C)NC3=C2C(=O)CC(c2ccccc2)C3)c1OC (stereo not given)	-8
122	O=C1CC(NCCc2ccc(Cl)cc2)C(=O)N1c1ccc(Br)cc1 (stereo not given)	-5
123	O=C1CC(N2CCN(Cc3ccc4c(c3)OCO4)CC2)C(=O)N1Cc1ccc2c(c1)OCO2 (stereo not given)	3
124	O=[N+]([O-])c1cccc(NC2=NS(=O)(=O)c3cc([N+](=O)[O-])ccc32)c1	3
125	Cc1cc(C)cc(-n2ccnc2SCC(=O)Nc2cc(C)ccc2C)c1	-8
126	COc1cc(OC)cc(C(=O)Nc2cc(-c3nc4cc(Cl)ccc4o3)ccc2C)c1	-216
127	COc1ccc(C2C(C(=O)Nc3ccc(C(F)(F)F)cc3)c3cc(OC)c(OC)cc3C(=O)N2C)cc1OC (stereo not given)	-10
128	CCOc1ccccc1NC(=O)C1CC(=O)N=C(N)S1 (stereo not given)	0
129	O=C(CSc1ncn[nH]1)N1c2ccccc2CCc2ccccc21	5
